ROC1-CUL1 inh: human ROC1-CUL1 E3 ligase inhibition; in vitro K48 di-Ub FRET, acceptor:donor ratio, 45 min; inhibition, % at 10 µM; 140,000 tested, 0.6% active; AID 1347404; in the data active = inhibition above about 25%
Target sequence (P62877 whole entry, looked up): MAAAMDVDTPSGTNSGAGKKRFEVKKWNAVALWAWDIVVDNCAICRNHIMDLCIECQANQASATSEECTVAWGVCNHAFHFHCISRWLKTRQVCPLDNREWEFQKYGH
Target sequence (Q13616 whole entry, looked up): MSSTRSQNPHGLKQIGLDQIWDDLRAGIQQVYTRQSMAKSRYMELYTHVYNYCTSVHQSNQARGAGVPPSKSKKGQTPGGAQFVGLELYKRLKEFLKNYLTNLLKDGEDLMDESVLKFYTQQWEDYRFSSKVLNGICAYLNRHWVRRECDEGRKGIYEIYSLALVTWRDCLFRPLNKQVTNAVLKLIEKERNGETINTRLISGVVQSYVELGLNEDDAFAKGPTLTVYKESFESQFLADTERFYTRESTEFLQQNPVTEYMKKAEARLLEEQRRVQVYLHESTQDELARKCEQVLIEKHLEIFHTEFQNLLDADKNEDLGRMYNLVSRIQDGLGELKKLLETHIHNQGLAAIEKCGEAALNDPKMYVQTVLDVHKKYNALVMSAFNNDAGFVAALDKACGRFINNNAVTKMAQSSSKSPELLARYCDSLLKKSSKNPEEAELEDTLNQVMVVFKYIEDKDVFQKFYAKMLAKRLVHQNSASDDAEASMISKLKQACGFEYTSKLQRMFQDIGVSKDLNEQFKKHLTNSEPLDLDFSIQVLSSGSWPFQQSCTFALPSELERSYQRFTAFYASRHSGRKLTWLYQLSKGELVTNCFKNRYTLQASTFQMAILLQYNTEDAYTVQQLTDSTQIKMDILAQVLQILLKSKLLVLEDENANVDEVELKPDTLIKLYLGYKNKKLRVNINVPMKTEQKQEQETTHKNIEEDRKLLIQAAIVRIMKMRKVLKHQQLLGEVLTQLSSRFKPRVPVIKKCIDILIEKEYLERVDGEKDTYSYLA
The depositor's hits bear a star. Only part of the results is shown. The share of hits here may be higher or lower than overall.

| structure | ROC1-CUL1 inh |
| --- | --- |
| COc1cccc(CN2CCOc3ccc(C(C)(O)COc4ccccc4)cc3C2)c1 (stereo not given) | -1.5 |
| COc1ccc(-c2cc3nc(C)c(CCC(=O)NC4CCCCC4)c(C)n3n2)c(OC)c1 | 2.3 |
| CC(c1ccccc1)N1C(=O)c2ccc(C(=O)Nc3ccc(Br)cc3C(=O)O)cc2C1=O (stereo not given) | 39.4* |
| COc1ccccc1CNC(=O)CCCn1c(=O)c2ccccc2n(Cc2ccccc2C#N)c1=O | 4.5 |
| O=C(CC1C(=O)Nc2ccccc21)c1ccccc1 (stereo not given) | -13.8 |
| Cc1ccc(C(=O)Nc2ccc(-c3cn4cccnc4n3)cc2)cc1 | -2.6 |
| COCC1CCCN(Cc2ccc3c(c2)CN(C(=O)c2cccc(-c4ccc(F)cc4)c2)CCO3)C1 (stereo not given) | 9.6 |
| CCOCN(C(=O)Cn1c(C)nc2ccccc21)c1c(C)cccc1CC | -5.3 |
| CCOC(=O)C1(C#N)C(C=Cc2ccccc2)C(OC)(OC)C1(OC)OC (stereo not given) | -4.2 |
| Cc1ccc(Sc2cc(NS(=O)(=O)c3ccccc3)c3ccccc3c2O)cc1 | 70.1* |
| COc1cccc(N2CCN(C(=O)c3ccc4c(=O)n(CCc5ccccc5)c(=O)[nH]c4c3)CC2)c1 | -2.4 |
| O=C(CSc1ncc2c(n1)-c1ccccc1N(Cc1ccc(F)cc1)S2(=O)=O)c1ccc(Br)cc1 | -11.2 |
| O=C(/C=C/c1ccc(Cl)cc1)Nc1nc(-c2cccs2)ns1 | -5.6 |
| Nc1c(C(=O)Nc2ccccc2Br)sc2nc(-c3cccs3)ccc12 | 2.7 |
| COc1ccc(C(=O)NN=C2CC(C)(C)NC(C)(C)C2)cc1OC | -6.8 |
| CSc1nc(Cl)cc(-n2ncc(Cl)c(Cl)c2=O)n1 | -5.0 |
| CCC(=O)NC(=S)Nc1ccc(C)c(Cl)c1 | -2.0 |
| Cc1cccc(OCC(=O)NC(=S)N2CCCc3ccccc32)c1 | -0.4 |
| CCOC(=O)CC(NC(=O)c1cc2cc(Br)cc(OC)c2oc1=O)c1ccc(OC)cc1 (stereo not given) | -6.3 |
| CCCCn1cc(S(=O)(=O)c2ccc(OC)cc2)c(=O)c2cc(F)c(N3CCOCC3)cc21 | 1.5 |

Ordered by the number under ROC1-CUL1 inh (high to low): three from the list above
canonical_smiles | ROC1-CUL1 inh
CCCCn1cc(S(=O)(=O)c2ccc(OC)cc2)c(=O)c2cc(F)c(N3CCOCC3)cc21 | 1.5
CCOC(=O)CC(NC(=O)c1cc2cc(Br)cc(OC)c2oc1=O)c1ccc(OC)cc1 (stereo not given) | -6.3
COc1ccc(C(=O)NN=C2CC(C)(C)NC(C)(C)C2)cc1OC | -6.8

Additional compounds.
| structure | ROC1-CUL1 inh |
| --- | --- |
| O=C1CCCN1CC1CCN(C(=O)c2ccc(N3CCSCC3)nc2)CC1 | 7.1 |
| O=C(Cn1c(=O)oc2cc(S(=O)(=O)N3CCCC3)ccc21)NCc1ccc(Cl)cc1 | -3.7 |
| CC(C)NS(=O)(=O)Cc1ccc(F)cc1 | 5.3 |
| O=C(Cn1nnnc1CN1CCc2ccccc2C1)N1CCN(c2cnccn2)CC1 | -10.8 |
| O=C(N/N=C/c1ccccn1)C1CC1 | 4.7 |
| CCCCS(=O)(=O)N1CCC(C(=O)Oc2ccccc2OC)CC1 | 9.5 |
| CCNC(=O)c1ccc(OCCOC)c(Br)c1 | -1.2 |
| COC(=O)c1c(-c2ccc(OC)c(OC)c2)csc1NC(=O)c1ccc2c(c1)OCO2 | 3.4 |
| CCOc1cc(CNC(C)c2cnn(-c3ccccc3)c2C)ccc1O (stereo not given) | 2.0 |
| COC(=O)C1(C(F)(F)F)N=C(c2ccc(Cl)cc2)N(c2ccccc2)N1 (stereo not given) | 4.2 |

The closing 6 compounds of the section before are carried over, then new ones follow:
| structure | ROC1-CUL1 inh |
| --- | --- |
| O=C(N/N=C/c1ccccn1)C1CC1 | 4.7 |
| CCCCS(=O)(=O)N1CCC(C(=O)Oc2ccccc2OC)CC1 | 9.5 |
| CCNC(=O)c1ccc(OCCOC)c(Br)c1 | -1.2 |
| COC(=O)c1c(-c2ccc(OC)c(OC)c2)csc1NC(=O)c1ccc2c(c1)OCO2 | 3.4 |
| CCOc1cc(CNC(C)c2cnn(-c3ccccc3)c2C)ccc1O (stereo not given) | 2.0 |
| COC(=O)C1(C(F)(F)F)N=C(c2ccc(Cl)cc2)N(c2ccccc2)N1 (stereo not given) | 4.2 |
| O=C(NCCc1ccccc1)c1ccc2c(c1)N(Cc1ccccc1Cl)C(=O)c1ccccc1S2 | -2.3 |
| COCCCN1C(=O)CC(CC(=O)NCC2(c3ccccc3)CC2(C)C)(c2ccccc2)C1=O (stereo not given) | -3.6 |
| CCc1ccccc1NC(=O)C(C)C | 0.6 |
| O=C(Cn1ccnc1)N1CCCC(N2CCN(c3ccc(F)cc3)CC2)C1 (stereo not given) | 8.0 |
| Cc1cccc2c(NCc3ccccc3F)nc(CNC(=O)CCc3nc4ccc(F)cc4[nH]3)nc12 | 0.0 |
| Nc1nonc1-c1nc2ccccc2n1CC(=O)Nc1ccccc1Cl | 6.1 |
| COc1cc(C(=O)N2CCN(c3ccccc3C)CC2)cc(OC)c1OC | 0.5 |
| COc1ccccc1N1CCN(C(=O)CCN2C(=O)c3cccc4cccc(c34)C2=O)CC1 | -4.4 |
| O=c1[nH]c(=O)c2ncccc2o1 | -3.5 |
| CCOc1cc(C2c3c(oc4ccccc4c3=O)C(=O)N2c2nnc(C)s2)ccc1O (stereo not given) | 1.1 |
| Cc1nc(N2CCCCCCC2)ncc1C(C)NC(=O)c1ccnc(N)c1 (stereo not given) | -4.0 |
| COc1cccc2c1-c1ccccc1C2=O | -2.5 |
| Cc1nc(CN2CCN(C(=O)c3oc4c(C)c(C)ccc4c3C)CC2)cs1 | -8.0 |
| O=C(NCC(c1ccco1)S(=O)(=O)c1cccs1)c1ccc(F)c(F)c1 (stereo not given) | 0.4 |
| CCCCC(=O)NC(Nc1nc2ccccc2s1)(C(=O)OCC)C(F)(F)F (stereo not given) | -14.2 |
| O=C(Nc1ccc(F)c(F)c1)c1ccncc1 | 9.9 |
| COc1cc(Br)c(S(=O)(=O)N2CCOCC2)cc1OC | 10.4 |
| COc1cc(NC(=O)c2cc3cc4cc(OC)ccc4nc3o2)cc(OC)c1 | -1.0 |
| CCc1ccccc1NC(=O)CCNS(=O)(=O)c1ccc2c(c1)CCCC(=O)N2 | -7.1 |
| COc1cccc(CNC(=O)CN(c2ccc(C(C)C)cc2)S(=O)(=O)c2c(C)noc2C)c1 | -1.2 |
| CCc1ccccc1NC(=O)C1=C(C)C(=O)OC12CCCCCC2 | -4.1 |
| C=CCn1c(COc2ccccc2)nnc1SCC(=O)Nc1ccc(OC)cc1 | -5.2 |
| COCCn1c(=N)c(C(=O)NCC2CCCO2)cc2c(=O)n3ccccc3nc21 (stereo not given) | 7.0 |
| CCc1ccc(OCc2nnc(SCC(=O)Nc3ccc(C)cc3C)n2C)cc1 | -1.9 |
| COc1cccc(OCc2cc(C(=O)NCc3ccon3)n[nH]2)c1 | 3.0 |
| COc1ccc(C(=O)N2CC[C@@H](N3CCC(O)CC3)[C@H](O)C2)cc1C | 4.1 |
| COc1ccccc1-c1nc(S(=O)(=O)c2ccccc2)c(N2CCC(C)CC2)o1 | -8.6 |
| Cc1cc(C)c(C#C/C=C/c2cc3c(-c4ccccc4)cccc3c3ccccc23)c(C)c1 | 0.4 |
| O=C(CNS(=O)(=O)c1ccc(Br)cc1)N1CCN(C(c2ccccc2)c2ccccc2)CC1 | 0.3 |
| CCOC(=O)c1cc2c(=O)n3ccccc3nc2n(Cc2ccco2)c1=NC(=O)c1ccccc1OC | -4.4 |

(listing goes on)
smiles	ROC1-CUL1 inh
CSc1sc(C(N)=O)c(C)c1C(C)=O	1.3
COc1ccc(N(CCC#N)S(=O)(=O)c2cccc3nsnc23)cc1	10.2
CCCCNc1cc(NC2CCCCC2)c2c3c(onc13)-c1ccccc1C2=O	-10.3
CC(C)Cn1c(CN2CCCCO2)cnc1S(=O)(=O)Cc1ccccc1	-2.8
CCOC(=O)c1ccc(CNC(=O)C2CCC(=O)N(CCN3CCOCC3)C2)o1 (stereo not given)	-3.5
CCc1ccccc1NC(=O)c1sc2nc3c(cc2c1N)CN(Cc1ccccc1)CC3	-2.4
CCC(Cc1ccccc1)NC(=O)Cn1ncc2c3ccccc3n(Cc3ccc(F)cc3)c2c1=O (stereo not given)	-1.5
Cc1cc(Br)c(NC(=O)CSc2ccc(Br)cc2)cc1C	0.0
O=C(c1ccc(NS(=O)(=O)c2cccc(C(F)(F)F)c2)cc1)N1CCCC1	-1.7
C=CCN1C(=O)/C(=C/c2ccc(OCC(=O)O)cc2)C(=O)NC1=S	3.6
Cc1sc2nc3n(c(=O)c2c1C)CCC3	11.0
C/C=C/Cn1c(=O)c2c(nc3n(Cc4ccco4)c(C)c(C)n23)n(C)c1=O	7.8
Cc1cc(C)c(S(=O)(=O)Nc2ccc(O)c(Sc3ncn[nH]3)c2)c(C)c1	1.1
Cc1cccc(-c2nc3c(cnn3-c3ccccc3)c(=O)n2-c2ccc(Br)cc2)c1	-7.0
O=C(Nc1cccnc1)c1cc2c(=O)n3ccccc3nc2n1Cc1ccccc1	-2.2
OC12C3CCCC14CCCC2(CCC3)O4 (stereo not given)	3.2
COc1cc(Cl)c(C)cc1NC(=O)c1ccc(N2C(=O)c3ccccc3C2=O)cc1	0.0
CC(C)C(=O)NC(=S)Nc1ccc(Cl)cc1Cl	-0.3
Cc1ccc(NC(=O)c2c(C)oc3ncnc(N4CCCCC4)c23)cc1Cl	-2.5
Cc1nn(CC(=O)N2CCCCC2)c(=O)c2cc3occc3n12	-4.9

Taken from above:
ROC1-CUL1 inh with Cc1cccc(-c2nc3c(cnn3-c3ccccc3)c(=O)n2-c2ccc(Br)cc2)c1 reads -7.0
ROC1-CUL1 inh with C/C=C/Cn1c(=O)c2c(nc3n(Cc4ccco4)c(C)c(C)n23)n(C)c1=O reads 7.8
ROC1-CUL1 inh with CCCCNc1cc(NC2CCCCC2)c2c3c(onc13)-c1ccccc1C2=O reads -10.3

Next part.
smiles	ROC1-CUL1 inh
O=C(CCSc1nnc(-c2ccncc2)o1)Nc1ccc(F)cc1	-1.5
S=C(Nc1ccc(Oc2ccccc2)cc1)N1CCN(Cc2ccc3c(c2)OCO3)CC1	4.9
CC(C)(C)c1ccc(C(=O)NC(Cc2c[nH]c3ccccc23)C(=O)OCC(=O)c2ccc(Br)cc2)cc1 (stereo not given)	6.3
COc1ccc2c(c1)CCC/C2=C\CN1C(=O)c2ccccc2C1O (stereo not given)	4.8
COC(=O)c1c(-c2ccc(Cl)cc2)csc1N	0.7
CCc1c(C)sc(NC(=O)c2ccc([N+](=O)[O-])cc2)c1C(=O)OC	-4.2
Cc1cc(OC(C)C(=O)N2CCN(c3ncccn3)CC2)ccc1Cl (stereo not given)	-1.8
COC(=O)C(NC(=O)c1ccccc1OC)(Nc1cccc(C)n1)C(F)(F)F (stereo not given)	2.8
CCCCCCOc1ccc(N2C(=O)CC(N3CCN(C/C=C/c4ccccc4)CC3)C2=O)cc1 (stereo not given)	0.8
CC(C)OC(=O)c1c(NC(=O)/C=C/c2cnn(C)c2)sc2c1CCCC2	-2.2
Cc1[nH]n(-c2ccccc2)c(=O)c1C(C[N+](=O)[O-])c1ccc(F)cc1 (stereo not given)	59.4*
Cc1cc(/C=C2\SC(=Nc3ccc(F)cc3)NC2=O)c(C)n1-c1ccc(S(N)(=O)=O)cc1	-4.7
O=C1NC(=O)C2(COC(c3cc(Br)c(Br)o3)OC2)S1 (stereo not given)	2.0
Nc1nc(Nc2cccc(Cl)c2)sc1C(=O)c1ccc(F)cc1	6.2
Cc1cccc(-c2csc(NC(=O)c3ccccc3[N+](=O)[O-])c2C(=O)OC(C)C)c1	-11.6
CCOc1ccccc1CNC(=O)CN1C(=O)CCc2cc(S(=O)(=O)N3CCCCC3)ccc21	3.0
COc1cc(C(=O)Oc2cc(C)ccc2C)cc(OC)c1OC	-0.5
Cc1ccc(N2CC(NC(=O)c3ccc(S(=O)(=O)N4CCOCC4)cc3)CC2=O)cc1 (stereo not given)	1.2
CCCCCCNc1nc2c(c(=O)n(C)c(=O)n2C)n1Cc1cccc(C)c1	4.6
COc1ncnc(SSc2ncnc(OC)c2N)c1N	-9.6
CCOC(=O)C1CCCN(C(=O)C2CCN(S(=O)(=O)c3c(C)noc3/C=C/c3ccccc3F)CC2)C1 (stereo not given)	-7.7
CC1=NC(=S)NC(c2ccc(Cl)cc2)C1C(=O)Nc1ccccc1C (stereo not given)	-4.5
Cc1ccc(-n2nc(C)[nH]c2=O)c(C)c1	-0.2
O=C(O)/C=C(\Oc1ccccc1Cl)C(=O)O	6.3
O=C(Cn1nnc2sc3c(c2c1=O)CCCC3)N1CCCCC1	1.2
COC(=O)C1=C(C)N=c2s/c(=C/c3ccccc3OCC#N)c(=O)n2C1c1ccc(O)c(OC)c1 (stereo not given)	0.6
CN(C)c1ccc(/C=C2\C(=N)N3N=C(Cc4cccs4)SC3=NC2=O)cc1	-4.4
O=C1c2cccc3cc([N+](=O)[O-])cc(c23)C(=O)N1c1nncs1	-8.8
COc1cccc(N2CCN(C(=O)c3c(C)oc4ncnc(N5CCCCC5)c34)CC2)c1	-0.1
O=[N+]([O-])c1ccc(NS(=O)(=O)c2ccc(F)cc2)cc1	3.0
CCCCSc1ccccc1NC(=O)c1sc2nc(-c3ccncc3)ccc2c1N	-4.4
CCN1CCN(Cc2c(NC(=O)c3ccccc3)sc(C)c2C)CC1	7.5
O=C(O)c1cccc(CN2C(=O)SC(Nc3ccc(Br)cc3)C2=O)c1 (stereo not given)	-1.0
CCOc1ccc(CCNS(=O)(=O)c2c(C)nc3sc(C)cn3c2=O)cc1OCC	-0.5
Cc1cc(C)cc(NC(=O)N=C2CNC(=O)NC2=O)c1	-3.3
O=C(NCc1cccnc1)c1ccc(N2CCC(NCC3(N4CCOCC4)CCCCC3)CC2)cc1	3.6
Cc1cccc(C(=O)OC2c3nccnc3C(=O)N2c2ccc(Cl)cn2)c1 (stereo not given)	10.6
Cc1ccsc1C(=O)Nc1cccc(Br)c1	0.7
COc1cc2c(C(=O)N3CCN(c4cc(Cl)ccc4C)CC3)cn(CC(C)C)c(=O)c2cc1OC	-2.7
COc1ccc(CNS(=O)(=O)c2ccccc2)cc1	-4.9
Cc1ccc(CSCC(=O)N/N=C/c2sccc2C)cc1	-3.0
COC(=O)C1=C(C)N=C2SC(C#N)C(=N)N2C1c1ccccc1 (stereo not given)	6.7
COc1ccc(-c2onc(C)c2C)cc1S(=O)(=O)NCc1cccs1	5.1
